Compound activity (PubChem)
Pol kappa inh: inhibitors of human DNA polymerase kappa; Potency, µM (top dose mostly 107 µM), inactives show top-dose activity, negative = inhibition, most hits filed as inhibitors; 0.53% of 400,000 active; purified Pol kappa, fluorescent DNA synthesis assay, 10 min; AID 588579; note: potency is the fitted concentration of half-maximal effect; % is set by controls: 0 for no effect and ±100 for the full control effect
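Activity was followed as the change in fluorescence between reads at 0 and 10 min after starting the reaction with 50 nM substrate. Beforehand, 10 nM polymerase had been preincubated with compound for 15 min at room temperature.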
ERG Ets-DNA blk: inhibitors of human ERG Ets domain-DNA interaction. fluorescence polarization, His-ERG Ets domain / labelled DNA. Potency, µM (highest dose often 76.9 µM), without a hit: at the top dose FP activity, negative = inhibition, most hits filed as inhibitors. 0.028% of 370,000 active. AID 624246; active = well fitted inhibition curve with a large enough effect in the polarisation, with a control signal flat; inconclusive = small, poorly fitted or top-dose-only effect, or effect the other way, or a change in a side signal; inactive = no such curve, though single readings can be large or run the other way; the % refers to the polarisation;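 note: polarization taken with two DNA probes labelled with fluorescein and Texas red; potency is the fitted concentration of half-maximal effect; % of control where 0% means no effect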
Target sequence (P11308 whole entry, looked up, the tested form may be a part): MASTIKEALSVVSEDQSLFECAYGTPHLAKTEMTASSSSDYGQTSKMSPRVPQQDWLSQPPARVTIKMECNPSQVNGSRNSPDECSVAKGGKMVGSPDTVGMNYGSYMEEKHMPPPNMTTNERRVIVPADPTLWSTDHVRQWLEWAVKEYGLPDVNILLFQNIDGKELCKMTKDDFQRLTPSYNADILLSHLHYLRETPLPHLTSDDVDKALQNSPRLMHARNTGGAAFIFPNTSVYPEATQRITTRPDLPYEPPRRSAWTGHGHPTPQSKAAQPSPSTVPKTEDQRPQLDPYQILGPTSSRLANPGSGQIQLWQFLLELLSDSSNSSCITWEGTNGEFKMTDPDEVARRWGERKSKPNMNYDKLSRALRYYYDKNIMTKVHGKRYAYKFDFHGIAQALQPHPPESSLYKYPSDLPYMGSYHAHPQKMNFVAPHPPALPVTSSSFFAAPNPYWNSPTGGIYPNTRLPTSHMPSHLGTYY
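His-tagged ERG Ets domain (1 uM in the protein solution; 300mM KCl, 50mM Tris-HCl, 1mM EDTA, 1mM DTT, pH 7.5) received compound, then a probe mix of 5 nM fluorescein-DNA and 100nM Texas-615-DNA. Fluorescence polarization was read for both dyes.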
LDHA inh: blocks human lactate dehydrogenase A. activity change, % (values are at about 110 or 230 µM). AID 1347041. purified LDHA, NADH/diaphorase-resazurin fluorescence; active compounds read low. P00338. 0.15% of 480,000 active; in the data active = activity change below about -30%; inconclusive = mostly about -25% to -30%;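 note: plate controls were DMSO wells for no effect and wells without enzyme for full effect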
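Remaining NADH was detected by diaphorase (0.133 mg/mL) converting 37 µM resazurin to fluorescent resorufin, read at 0 and 20 minutes. The preceding 5-minute room-temperature reaction used 2 nM LDHA, 0.2 mM sodium pyruvate and 0.06 mM NADH at pH 7.4.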
Anesthetic bind: binds horse apoferritin like a general anesthetic; P02791; apoferritin/1-aminoanthracene competitive binding, fluorescence; Potency, µM (highest dose often 77.5 µM), inactives show top-dose activity change, negative = displacement, actives largely listed as inhibitors; 0.074% of 350,000 active; note: potency is the fitted concentration of half-maximal effect; % is set by controls: 0 for no effect and ±100 for the full control effect; nearly all actives have a fitted effect of over 20% in size
Target sequence (P02791 2-175 limits assumed): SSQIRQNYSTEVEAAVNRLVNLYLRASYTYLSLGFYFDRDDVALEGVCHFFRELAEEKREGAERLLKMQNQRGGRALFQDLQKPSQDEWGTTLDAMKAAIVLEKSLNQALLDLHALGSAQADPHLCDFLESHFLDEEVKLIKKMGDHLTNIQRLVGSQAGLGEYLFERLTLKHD
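Horse-spleen apoferritin (10 uM) was mixed with 50% saturated 1-aminoanthracene in PBS, exposed to compounds for 10 min at room temperature, and read for fluorescence (ex 380 nm, em 535 nm). Competitive displacement was fitted with a four-parameter Hill equation.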
RGS4 inhibitor: inhibitors of human regulator of G protein signaling 4; AID 504845; Potency, µM (titrated, usually from 114 µM), for the others: top-dose activity change, negative = inhibition, actives largely listed as inhibitors; 0.039% of 390,000 active; Transcreener GDP fluorescence polarization, RGS4-accelerated GTP hydrolysis; note: potency is the fitted concentration of half-maximal effect; % is set by controls: 0 for no effect and ±100 for the full control effect; nearly all actives have a fitted effect of over 75% in size; some results filed as inactive show a strong effect at the top dose
Target sequence (P49798 whole entry, looked up): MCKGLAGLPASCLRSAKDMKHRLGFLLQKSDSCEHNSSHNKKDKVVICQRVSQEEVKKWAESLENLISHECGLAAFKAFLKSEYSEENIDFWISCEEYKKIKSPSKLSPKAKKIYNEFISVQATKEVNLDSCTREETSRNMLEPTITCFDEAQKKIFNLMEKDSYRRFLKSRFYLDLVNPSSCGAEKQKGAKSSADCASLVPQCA
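MLSMR compounds (23 nl, pin-transferred) preincubated 10 min at room temperature with a 500nM (2x) first reagent, then RGS4 at 900nM (2x) plus Transcreener GDP mix added; fluorescence polarization (620/688 nm) read before and after 90 min at 30 °C.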
APE1 inh: APE1 (human) endonuclease inhibition. P27695. Potency, µM (doses to about 65.8 µM), inactives show at the highest dose activity change, negative = inhibition, most hits filed as inhibitors. 0.35% of 350,000 active. recombinant APE1, TAMRA/BHQ-2 abasic DNA cleavage fluorescence;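 note: potency is the fitted concentration of half-maximal effect; plate controls were vehicle for no effect and reference inhibitor for full effect; nearly all actives have a fitted effect of over 55% in size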
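Readout is kinetic fluorescence (ex 525, em 598 nm) from cleavage of 50 nM TAMRA/BHQ-2 THF abasic duplex by 0.75 nM APE1, compound added 15 min beforehand at RT.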
12-LOX inh: ALOX12 (human) lipoxygenase inhibition | purified 12hLO, xylenol orange hydroperoxide absorbance | Potency, µM (titrated, usually from 108 µM), for inactives: top-dose activity change, negative = inhibition, most hits filed as inhibitors | 1.1% of 580,000 active | AID 1671190; note: potency is the fitted concentration of half-maximal effect; % is set by controls: 0 for no effect and ±100 for the full control effect
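Purified human 12hLO at 150 nM in 25 mM Hepes, 0.01% Triton X-100, pH 7.0, preincubated 15 min at room temperature with compound. Reaction started with 40 uM arachidonic acid, 30 min at room temperature. Hydroperoxide measured by Fe-xylenol orange, 573/405 nm absorbance ratio.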
POLB inh: blocks human DNA polymerase beta activity | Pol beta primer extension/strand displacement, fluorescence kinetic | Potency, µM (titrated, usually from 114 µM), inactives show at the top dose activity change, negative = inhibition, usual class: inhibitors | 1.3% of 340,000 active; note: potency is the fitted concentration of half-maximal effect; % is set by controls: 0 for no effect and ±100 for the full control effect
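Reaction started by 50 nM substrate onto compound-treated Pol beta (10 nM, 15 min preincubation, room temperature); plates read at 0 min and 10 min. Normalized concentration-effect data fitted by four-parameter Hill equation.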
Pol eta inh: blocks human DNA polymerase eta activity. Q9Y253. recombinant Pol eta, fluorescent DNA replication assay. Potency, µM (top dose mostly 114 µM), for inactives: top-dose activity change, negative = inhibition, actives largely listed as inhibitors. 1.2% of 390,000 active. AID 588591; note: potency is the fitted concentration of half-maximal effect; % is set by controls: 0 for no effect and ±100 for the full control effect
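Fluorescent replication assay: 50 nM final substrate added after a 15 min room-temperature compound preincubation with 10 nM enzyme. Signal taken at 0 min and again at 10 min.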
Starred values were filed as active, the others as inactive; u = inconclusive; x = not tested or not shown; & = joins results of further samples; [ ] = remark or other dose. Unless noted, calls come from the whole dose curve; as a rule, active = well fitted curve in the direction sought with a large enough effect; inconclusive = small, poorly fitted or top-dose-only effect, or another doubt; inactive = no such curve, though single readings can be large; an effect the other way counts as inactive or inconclusive.

SMILES	Pol kappa inh	ERG Ets-DNA blk	LDHA inh	Anesthetic bind	RGS4 inhibitor	APE1 inh	12-LOX inh	POLB inh	Pol eta inh
O=C(c1ccc(-c2cc3ccccc3oc2=O)cc1)N1CCN(c2ccc(Cl)cc2[N+](=O)[O-])CC1	4%	1%	-8	4%	14%	1%	-6%	-10%	-18%
N#Cc1cccn1-c1nccc(-c2cccs2)n1	-4%	-2%	-3	-18%	19%	-7%	-3%	11%	-16%
O=C(O)CCCNc1ccc([N+](=O)[O-])c(NCCCC(=O)O)n1	8%	-6%	-2	-8%	-5%	-2%	-27%	-15%	-13%
Cc1ccc(-c2csc3ncn(CC(=O)N4CCOCC4)c(=O)c23)cc1C	8%	-1%	-2	-20%	-13%[11.4 µM]	1%	-1%	0%	-2%
Cc1ccc(OCCNC(=O)/C=C/c2ccco2)cc1C	5%	3%	-1	-21%	-41%	12%	73%[activator]	u	-12%
COCCc1nn2c(=O)cc(COC(=O)COc3ccc(F)cc3)nc2s1	-23%	-1%	0	u	14%	x	-18%	1%	-1%
Cc1ccccc1-c1nnn(CC(=O)Nc2ccc3c(c2)OCCO3)n1	-11%	2%	-7	u	-10%	3%	2%	2%	0%
CCN(CC)c1ccc(/C=N/NC(=O)c2ccc3nc[nH]c3c2)cc1	-30%	-19%	-6	0%	-36%	7%	0%	u	-9%
COc1cc(C2C3=C(Nc4ncnn42)c2ccccc2CC3)cc(OC)c1OC (centres undefined)	-2%	6%	7	-14%	6%	-9%	u	12%	3%
CC(OCc1ccccc1)C(NC(=O)OC(C)(C)C)C(=O)NC1COC2CC(n3ccc(=O)[nH]c3=O)OC12 (centres undefined)	-18%	x	x	0%	1%	4%	x	x	x
S=C(NCCSCc1ccc(Cl)cc1Cl)Nc1ccccc1	-18%	-4%	-3	-3%	-3%	-3%	u	18%	-10%
CCOc1ccc2ccccc2c1/C=N/NC(=O)CNC(=O)Cc1ccccc1	1%[60.1 µM]	1%	-12	-11%	-6%	-1%	-15%	u	-4%
COc1cccc(Cn2c(=O)n(CC3CCC(C(=O)N4CCOCC4)CC3)c(=O)c3sccc32)c1 (centres undefined)	0%	4%	1	-7%	-31%	x	0%	7%	-19%
CC(NC(=O)c1ccccc1)C(c1cccs1)N1CCOCC1 (centres undefined)	-9%	-7%	2	-6%	-1%	2%	2%[57.4 µM]	-1%	-5%
CC1CC(C)(C)CC2(C1)NC(=O)N(CC(=O)N1CCN(S(=O)(=O)c3ccc(F)c(F)c3F)CC1)C2=O (centres undefined)	-2%	-4%	-6	x	11%	x	u	x	-8%
CC1CCCCC12NC(=O)N(CC(=O)N1CCN(Cc3ccc(C#N)cc3)CC1)C2=O (centres undefined)	-12%	6%	-9	x	3%	15%	15%	x	-2%
CCOc1ccc2c(c1)NC(c1cccs1)=NC(c1ccc(F)cc1)=N2	-13%	5%	6	-19%	-11%	x	u	-3%	3%
CC1(C)Cc2ccccc2-c2nc(NN)[nH]c(=O)c21	-2%	-1%	1	-13%	11%	-11%	8%	-4%	-15%
CC(C)COc1ccc(-c2nn(-c3ccccc3)cc2/C=C2/SC(=S)N(CC(=O)O)C2=O)cc1	-3%	-3%	-2	2%	-24%	-30%	45µM*	23%	28µM*
COC(=O)[C@@]1(Cc2ccc(F)cc2)[C@H]2c3cc(C(=O)N(C)C)n(Cc4ccc(OC)c(OC)c4)c3C[C@H]2CN1C(=O)c1ccccc1	-4%	0%	-19	4%&-10%	-18%	1%&-6%	-13%	0%	-20%
CCOc1ccc(S(=O)(=O)NCCC(=O)NCCc2ccc(C(C)C)cc2)cc1	-10%	16%	-8	x	13%	3%	-13%	x	-16%
O=C(NCc1ccco1)C(c1cccnc1)N(C(=O)Cn1nnc2ccccc21)c1ccccc1 (centres undefined)	3%	-3%	-1	-17%	-5%	22%	0%	14%	-13%
O=C(NCc1ccc(Cl)cc1)N1CCc2ccccc2C1	-5%	-7%	0	5%	-12%	5%	-2%	7%	-18%
Cc1ccc(CNc2cc(-c3nn4c(C)nnc4s3)ccc2C)s1	-12%	7%	-1	-6%	-14%	-3%	-2%	u	-1%
COC(=O)C1=C(C)N=C2SCCC(=O)N2C1c1ccc(C(=O)OC)cc1 (centres undefined)	0%	0%	-10	-10%	11%	-3%	14%	1%	-13%
(listing goes on)
SMILES	Pol kappa inh	ERG Ets-DNA blk	LDHA inh	Anesthetic bind	RGS4 inhibitor	APE1 inh	12-LOX inh	POLB inh	Pol eta inh
Clc1cccc(CSc2nnc(-c3sccc3-n3cccc3)o2)c1	-13%	-7%	-13	-9%	4%[11.4 µM]	15%	3%	38%	-16%
Cc1nc2nc[nH]n2c(=O)c1NS(=O)(=O)c1ccc(F)cc1	2%	u	-5	1%	-2%	2%	0%	-2%	-14%
O=C(CSc1nc2cccnc2n1Cc1ccccc1)NC1CCCCC1	-3%	-5%	-5	-6%	-10%	-1%	0%	0%	-12%
Cc1ccccc1C(=O)Nc1ccccc1C(=O)N/N=C\c1ccco1	6%	-5%	-2	-10%	-3%	-7%	0%	-31%	-9%
Cc1ccc(NC(=O)c2ccc(F)c(S(=O)(=O)N3CCc4ccccc4C3)c2)cc1F	-7%[60.1 µM]	2%	1	1%	-12%	x	-20%	u	-23%
O=c1c(Cl)c(N2CCN(S(=O)(=O)c3ccc(F)cc3)CC2)cnn1-c1cccc(Cl)c1	-3%	-12%	-4	u	5%	-4%	0%	u	-7%
CCOC(=O)c1cc2c(=O)n3ccccc3nc2n(CCCOC)c1=NC(=O)C(C)Oc1ccccc1 (centres undefined)	-14%	-1%	-8	209%[activator]	15%	x	-3%	37%[activator]	-8%
COc1ccc(N(CC(=O)NC2CCCCC2)C(=O)CNC(=O)c2cccs2)cc1OC	-1%	19%	0	6%	-4%	6%	11%	26%	-7%
Cn1c(Cc2cccs2)nnc1SCC(=O)Nc1ccccc1	-10%	7%	2	-5%	10%	12%	-27%	u	-7%
CN(C)S(=O)(=O)c1ccc(NC(=S)NC(=O)C2CCC2)cc1	-5%	2%	0	-8%	20%	8%	u	32%	6%
COc1ccccc1C(=O)COC(=O)CSC(C)C(=O)Nc1cc(C)on1 (centres undefined)	-10%	9%	-2	x	6%	1%	-3%	x	-16%
Cn1c(SCC(=O)Nc2ccc(F)cc2)nnc1-c1cccnc1	1%	-11%	-4	-9%	8%	-3%	-6%	-1%	-20%
CCn1c(C(=O)N2CCC(C(=O)NCCc3ccc(OC)cc3OC)CC2)cc2sccc21	u	0%	-5	59%[activator]	-19%	x	-10%	-3%	-7%
Cc1cc(S(=O)(=O)NCc2cccnc2)ccc1F	-7%	1%	-8	-14%	1%	3%	33%[activator]	5%	-19%
COc1ccc(N2C(=O)C(C)C(Cc3ccc(C)cc3)C2=O)cc1 (centres undefined)	-1%	-5%	-8	-7%	-13%	16%	-2%	3%	-4%
COc1ccccc1CCC(=O)Nc1ccc2c(c1)CN(Cc1ccc(CO)o1)CC2	-19%	-5%	-4	u	-12%	-8%	10%	u	1%
COc1ccccc1N1CCN(c2nc3ccc(C(=O)c4ccccc4)cc3n3c(C)nnc23)CC1	5%	4%	1	12%	8%	x	-14%	0%	-18%
O=C(NCC1OCCc2ccccc21)c1ccc(NC(=O)c2ccc(Cl)cc2)cc1 (centres undefined)	-1%	-15%	-9	-8%	27%	15%	-10%	13%	-11%
CCOc1ccccc1-n1nnnc1SCC(=O)NCC1(N2CCOCC2)CCCCC1	3%	11%	1&-4	x	-18%	6%	-11%&-19%	x	-11%
COc1ccc(C)cc1NS(=O)(=O)c1ccc2c(c1)CCCN2C(C)=O	-4%[60.1 µM]	-2%	0	-17%	-6%	x	-15%	0%	-14%
COc1cccc(OCc2cc(C(=O)N3CCN(C(C)=O)CC3)no2)c1	-2%	-4%	-2	-8%	12%	-15%	0%	1%	-8%
Cc1ccc(CNC(=O)CS(=O)(=O)Cc2nc(-c3ccc(C)cc3)oc2C)cc1	-13%	-9%	-4	-2%	5%	6%	2%	18%	2%
Cc1nnc(SCC(=O)NNC(=O)c2ccco2)n1-c1ccccc1	-14%	-1%	-4	0%	-20%	-6%	-15%	4%	-20%
COc1ccc(C2C(C(N)=O)=C(C)Nc3nc(-c4ccccc4Cl)nn32)c(OC)c1 (centres undefined)	9%	-19%	-1	0%	-22%	-2%	257%[activator]	-26%	-2%
CC(/C=C/c1ccccc1)=N/NC(=O)c1cc([N+](=O)[O-])cc([N+](=O)[O-])c1	-23%	8%	1	-11%	9%	-3%	2%	12%	-6%
Cn1c(CNc2ccccn2)c(C#N)c2ccccc21	-3%	-1%	0	0%	-3%	1%	-1%	-1%	-7%

2 records drawn at random from the list so far, as already listed:
SMILES	Pol kappa inh	ERG Ets-DNA blk	LDHA inh	Anesthetic bind	RGS4 inhibitor	APE1 inh	12-LOX inh	POLB inh	Pol eta inh
CC(/C=C/c1ccccc1)=N/NC(=O)c1cc([N+](=O)[O-])cc([N+](=O)[O-])c1	-23%	8%	1	-11%	9%	-3%	2%	12%	-6%
CCOc1ccccc1-n1nnnc1SCC(=O)NCC1(N2CCOCC2)CCCCC1	3%	11%	1&-4	x	-18%	6%	-11%&-19%	x	-11%

Shown as a hit in Pol eta inh (from the list above):
SMILES	Pol kappa inh	ERG Ets-DNA blk	LDHA inh	Anesthetic bind	RGS4 inhibitor	APE1 inh	12-LOX inh	Pol eta inh
CC(C)COc1ccc(-c2nn(-c3ccccc3)cc2/C=C2/SC(=S)N(CC(=O)O)C2=O)cc1	-3%	-3%	-2	2%	-24%	-30%	45µM*	28µM*

An excerpt; the hit share may differ from the screen's.
